# From PubChem
# Lipid storage S3: qHTS Assay for Lipid Storage Modulators in Drosophila S3 Cells; Drosophila S3 cells, BODIPY lipid droplet fluorescence, 18-24 h; cells fed with added oleic acid; Potency in µM for hits, for the others lipid storage change, negative = inhibition, % at the top dose, mostly 46.1 µM; 0.64% of 320,000 active; active means well fitted inhibition curve with a large enough effect in the signal ratio, with a control signal flat, not every such curve was filed as active; inconclusive means small, poorly fitted or top-dose-only effect, or effect the other way, or a change in a side signal; the % refers to the signal ratio
#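 Drosophila S3 cells got compounds at several concentrations plus oleic acid (400 uM solution). Laser-scanning cytometry with 488 nm excitation read lipid droplets at 500-530 nm and cells at 575-640 nm. Percent activity was relative to 20 uM Triacsin C.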
# Lipid storage S3 cell count max: further read-out of Lipid storage S3, marked with its call; cell number change, %; measured here: cell count max response;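 cells counted by Cell Tracker Red CMTPX staining in the red channel; peak over a dose series mostly up to 46.1 µM; percent activity relative to internal control wells on each plate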
# Active calls of the source: *; i = inactive; u = inconclusive; x = no result given. On the % scale 0 is the no-effect control and ±100 the full control effect; potency means the concentration at half of the fitted maximal effect. Not all compounds are listed; count on the stated rates, not on these rows.
SMILES,Lipid storage S3,Lipid storage S3 cell count max
O=C(NCc1ccccc1)c1ccc(Cn2cc(C(F)(F)F)ccc2=O)cc1,8.9%,4.2
C[C@H]1C[C@@H]2[C@H]([C@@H](O)C[C@@]3(C)[C@H]2CC[C@]3(O)C(=O)CO)[C@@]2(C)C=CC(=O)C=C12,-3.6%,19.5
CC(NC(=S)NCCc1ccccc1)C(c1cccs1)N1CCN(C)CC1 (configuration not stated),11.1%,x
CCOC(=O)c1ccc2ncc(C(=O)OCC)c(NCc3ccco3)c2c1,9.8%,0.4
Cc1ccc(S(=O)(=O)Nc2cccc(-n3cnnn3)c2)cc1,u,x
CCOC(=O)C(=CNCC(=O)O)C(=O)OCC,0.9%,2.8
CC(=O)CSc1nc(-c2cccs2)c(C#N)c(=O)[nH]1,i,11.5
COc1ccc(C(=O)N/N=C2\SCC(=O)N2Cc2ccc3c(c2)OCO3)c(OC)c1,u,x
CCOC(=O)c1c(NC(=O)c2ccc(N3C(=O)[C@@H]4[C@H](C3=O)[C@H]3C=C[C@@H]4C3)cc2)sc2c1CCCC2,2.2%,2.9
Cc1ccc(O)c(-c2cc(-c3ccc(F)cc3)no2)c1,-19.7%,-24.7
COc1cccc(OCc2cc(C(=O)NCc3ccccn3)no2)c1,u,x
CCCCC(=O)Nc1ccc(NC(=O)c2ccccc2[N+](=O)[O-])cc1OC,25.2%,x
O=C(NCCc1ccccn1)c1cc(-c2cccc3ccccc23)nc2ccccc12,-8.6%,0.1
COc1ccc(Cc2noc(CN(C)CC3(N4CCOCC4)CCCCC3)n2)cc1OC,0.0%,2.3
COc1ccc(CNC(=O)C(c2ccc(C)o2)N(Cc2cccs2)C(=O)Cc2cccs2)cc1 (configuration not stated),u,x
CC(=O)c1ccc(C(=O)NC2CC(C)(C)Cc3c2cnn3-c2ccccc2)cc1 (configuration not stated),-24.3%,-14.5
CCOc1ccc(-c2nnc3n2N=C(c2ccc(OC)cc2)CS3)cc1,u,x
COC(=O)c1cn(C(=O)c2ccc(Cl)cc2)c2ccccc12,u,x
Cc1onc(-c2c(F)cccc2Cl)c1C(=O)Nc1nc2c(s1)CCCC2,-0.1%,-16.8
Cc1ccc(C)c(-n2c(-c3csc(C)c3)n[nH]c2=S)c1,u,x
CC1(C)CC2(CC(c3ccccc3F)c3ccc(O)c(O)c3O2)NC(=S)N1 (configuration not stated),u,x
CCOc1ccc(CNC(=O)C2CC(=O)N(C3CCCC3)C2)cc1OC (configuration not stated),-7.0%,-12.1
CC1(C)CC(=O)C(C(O)c2ccccc2)C(C)(C)N1 (configuration not stated),-1.3%,11.5
O=C(NC1CCCC1)c1cc(-c2ccccc2)nc2ccccc12,u,x
CCCn1c(SCC(=O)N2c3ccc(F)cc3CCC2C)nnc1-c1ccccn1 (configuration not stated),0.9%,18.8
CCC1=Nc2ccccc2-c2nnc(SC)nc2O1,i,x
Cc1ccc(NC(=O)C(C)Sc2nnc(-c3cccnc3)n2-c2ccccc2)cc1 (configuration not stated),u,x
O=C(NC1CCCCC1)C(c1ccc(F)cc1)N(Cc1ccco1)C(=O)CN1C(=O)c2ccccc2S1(=O)=O (configuration not stated),-10.1%,11.1
CC1CN(C(=O)CCc2cc(C(C)(C)C)c(O)c(C(C)(C)C)c2)CC(C)O1 (configuration not stated),-3.1%,16.6
O=C(Nc1ccnn1C1CCN(C2CCCCC2)CC1)c1ccccc1,i,-12.5
CCOC(=O)N1CCC(NC(=O)c2cc3c(-c4cccc(OC)c4)nn(C)c3s2)CC1,u,x
COc1ccc(OC)c(-c2nnc(SCC(=O)N3CCCC3)o2)c1,u,x
COc1cc(N(Cc2ccccc2)Cc2ccccc2)c2ncn(C(C)C)c2c1,17.2%,-14.7
O=C(CCC(=O)c1ccc(F)cc1)Nc1cc(Cl)cc(Cl)c1,u,x
Cc1ccc(NC(=O)COC(=O)CCC(=O)c2cccs2)c(C)c1,u,x
Cc1ccccc1OCC(=O)OCC(=O)Nc1cc(C(F)(F)F)ccc1N1CCOCC1,-4.3%,-5.2
NC(=O)c1c(NC(=O)CN2C(=O)NC(Cc3ccccc3)C2=O)sc2c1CCC2 (configuration not stated),-2.4%,0.1
COc1ccccc1NC(=O)c1sc2ncn(Cc3ccc(C)cc3)c(=O)c2c1C,u,x
N#C/C(=C(/O)c1ccc(C(=O)c2ccccc2)cc1)c1nc2ccccc2[nH]1,8.8%,1.1
Cc1cc(=O)oc(C)c1C(=O)NCc1ccccc1,-18.4%,-23.5
CC(C)(C)NS(=O)(=O)c1ccc(CCC(=O)NCc2ccco2)cc1,10.3%,-8.2
Cc1ccnc(NC(=O)Nc2cccc(F)c2)n1,4.7%,16.3
Cc1nc2ccc(F)cc2cc1C(=O)NCC1CCCO1 (configuration not stated),u,x
CCC(=O)N(CC)C1=C(O)c2ccccc2C(=O)C1=O,u,x
COC(=O)c1ccc(CNC(=O)COC(=O)Cc2ccsc2)cc1,1.9%,x
COC(=O)Nc1ccc2c(c1)N(C(=O)CCN(C)C)c1ccccc1CC2,u,x
CCC(CC)N1CCN(Cc2nc3ccc([N+](=O)[O-])cc3c(=O)n2-c2ccccc2F)CC1,u,x
Cc1ccc(O)c(NC(=O)Cc2ccc3ccccc3c2)c1,u,x
O=C(Nc1ccc2c(c1)OCCO2)c1ccc(Br)c(S(=O)(=O)N2CCOCC2)c1,25.8%,-4.5
Cc1cc(C)cc(N(C(=O)c2csnn2)C(C(=O)NC(C)(C)C)c2ccccn2)c1 (configuration not stated),-0.5%,-10.5
O=C(COc1ccc2c(-c3ccccc3)cc(=O)oc2c1)NC1CCS(=O)(=O)C1 (configuration not stated),u,x
Cc1ccc(NC(=O)c2ccncc2)cc1S(=O)(=O)N(C)C,0.0%,7.8
CCCCCCN=C(C)C1=C(O)C(C(=O)OC)C(C)(C)CC1=O (configuration not stated),i,x
O=C(NCCc1c[nH]c2ccccc12)C(=O)NCC1OCCN1S(=O)(=O)c1cc(F)ccc1F (configuration not stated),u,x
CCCCCCC(=O)N(O)C1CC(=O)N(c2ccc(F)cc2)C1=O (configuration not stated),u,x
Cn1c(=O)c2c(nc(CN3CCN(C(=O)c4ccco4)CC3)n2Cc2ccccc2)n(C)c1=O,i,x
C/C(=N\Nc1ccc([N+](=O)[O-])cc1)c1cc2ccccc2o1,-18.3%,8.6
O=C1c2ccccc2C(O)(c2ncc[nH]2)N1C1CCCCC1 (configuration not stated),u,x
CCc1n[nH]c(=S)n1/N=C/c1ccccn1,u,x
c1ccc2c(c1)nnn2CNc1nccs1,11.7%,-2.5
# Other records follow:
SMILES,Lipid storage S3,Lipid storage S3 cell count max
O=C(CCN1C(=O)C2C3CCC(C3)C2C1=O)OCC(=O)c1ccccc1 (configuration not stated),i,-1.7
c1ccc(CNc2ncnc3sc4c(c23)CCC4)nc1,u,x
O=C(CN1C(=O)c2ccccc2C1=O)NCc1ccc(N2CCOCC2)cc1,u,x
COCCn1nnnc1C(c1cc2ccc(C)cc2[nH]c1=O)N(Cc1ccco1)Cc1cccs1 (configuration not stated),u,x
CCN(C(=O)COC(=O)CCOc1cccc(C)c1)c1c(N)n(Cc2ccccc2)c(=O)[nH]c1=O,u,x
CC1CCCCC12NC(=O)N(CC(=O)Nc1sc3c(c1C(N)=O)CCC3)C2=O (configuration not stated),u,x
C=CCNC(=O)CSc1nc2scc(-c3ccco3)c2c(=O)n1CC=C,4.5%,1.0
N#Cc1c(C(F)(F)F)cc(-c2ccccc2)n(N)c1=O,8.3%,0.7
CCOC(=O)C1CCN(S(=O)(=O)c2ccc3[nH]c(=O)c(=O)[nH]c3c2)CC1,-26.3%,x
Cc1ccc(C(=O)N2CC(=O)Nc3ccccc32)o1,11.6%,1.0
COc1ccc(-n2c(=O)c3ccccc3n(CC(=O)NCC3CCCO3)c2=O)cc1 (configuration not stated),i,11.1
Cc1ccc2nc(SCCCCOc3ccccc3)[nH]c2c1,-6.5%,1.0
Cc1sc2ncnc(NCC(c3ccccc3)N(C)C)c2c1C (configuration not stated),u,x
COc1ccccc1CCNC(=O)c1nccnc1C(=O)O,u,x
N#Cc1cc(C#N)c(N2CCN(c3ccccn3)CC2)nc1N,9.9%,2.1
Cc1nn(C)c(C)c1NS(=O)(=O)c1cccc(Br)c1,17.8%,x
CCOC(=O)C1=C(C)NC(C)=C(C(=O)OCC)C1c1cccc(C)n1,1.3%,4.5
O=C(COc1ccc(Cl)cc1Cl)NN1C(=O)C2C3C=CC([C@@H]2C1=O)C31CC1 (some centres not stated),u,x
O=C(COC(=O)c1c[nH]c(=O)[nH]c1=O)Nc1ccccc1F,u,x
N#C/C(=C\c1c(N2CCC(C(N)=O)CC2)nc2ccccn2c1=O)C(=O)NC1CCCCC1,0.164µM*,-18.3*
O=C(CN1CCC(NC(=O)Nc2ccccc2)CC1)Nc1ccccc1F,u,x
Cn1nnnc1Sc1c(Cl)cccc1[N+](=O)[O-],-6.0%,-7.7
COc1ccc(C(=O)NCCNc2ccccc2[N+](=O)[O-])cc1,12.1%,11.5
Cc1cc(NC(=O)CCSc2ccccc2)ccc1Br,u,x
COc1ccc(OC)c(-n2c(=S)[nH]c3cc(C(=O)N(C)Cc4ccccc4)ccc3c2=O)c1,1.0%,-4.7
COc1c(S(=O)(=O)NCCCn2ccnc2)ccc(Cl)c1Cl,i,-24.9
Cc1ccc(N2CCN(S(=O)(=O)c3nnc(NC(=O)c4ccco4)s3)CC2)cc1,14.1%,5.2
COc1ccc(Cn2c(SCC#N)nc3ccc(N4CCOCC4)cc3c2=O)cc1,1.8%,-8.7
COc1ccc(-c2nn(-c3ccccc3)cc2C(=O)N(C)CC(=O)Nc2cccc(F)c2)cc1,u,x
COc1ccc(NC(=O)c2cc(C)no2)cc1OC,i,3.6
O=C(COc1ccc2c3c(c(=O)oc2c1)CCCC3)NC(Cc1ccc(Cl)cc1)C(=O)O (configuration not stated),i,20.4
COCCOC(=O)C1=C(C)NC(=O)NC1c1cccc(F)c1 (configuration not stated),u,x
CCOC(=O)Cc1[nH]nc2c1C(c1cc(OC)ccc1OC)C(C#N)=C(N)O2 (configuration not stated),u,x
CCOC(=O)N1CCN(C(=O)c2cccc(F)c2)CC1,u,x
CCOc1cc(/C=C/C(=O)O)ccc1OCc1ccccc1,2.0%,8.4
CC(NC(=O)C(=O)c1cn(CC(=O)N2CCOCC2)c2ccccc12)c1ccccc1 (configuration not stated),7.3%,0.6

# In the list so far, 4 contain a COOH group.
SMILES,Lipid storage S3,Lipid storage S3 cell count max
CCOC(=O)C(=CNCC(=O)O)C(=O)OCC,0.9%,2.8
COc1ccccc1CCNC(=O)c1nccnc1C(=O)O,u,x
O=C(COc1ccc2c3c(c(=O)oc2c1)CCCC3)NC(Cc1ccc(Cl)cc1)C(=O)O (configuration not stated),i,20.4
CCOc1cc(/C=C/C(=O)O)ccc1OCc1ccccc1,2.0%,8.4

# (list continues)
SMILES,Lipid storage S3,Lipid storage S3 cell count max
CCC(C)N=Cc1c(Nc2ccccc2)nc2c(C)cccn2c1=O (configuration not stated),u,x
COc1ccc(S(=O)(=O)N2CCOCC2)cc1NC(=O)COC(=O)C1CCC1,i,-1.6
COc1cccc(OCC(=O)Nc2ccncc2)c1,u,x
Cc1cccc(C(=O)NCc2nnc3c4ccccc4c(-c4ccccc4)nn23)c1,2.2%,-12.7
N#C/C(=C\c1ccc(Sc2nc3ccccc3[nH]2)o1)c1ccccc1,u,x
CCN(CC)C(=O)CSc1nnc2cc(C)c3ccccc3n12,1.8%,-1.2
Cc1onc(-c2ccccc2)c1C(=O)OCCOc1ccc([N+](=O)[O-])cc1[N+](=O)[O-],3.4%,8.1
Cc1ccc2nc(-c3ccncc3)cc(C(=O)Nc3ccncc3)c2c1,u,x
CCOC(=O)Cc1c[nH]c(=S)[nH]c1=O,-3.7%,9.1
Cc1ccc(S(=O)(=O)c2cnc(-c3ccccc3)nc2N2CCCCC2)cc1,u,x
C=CCn1c(SCC(=O)Nc2sc3c(c2C#N)CCC3)nnc1C1COc2ccccc2O1 (configuration not stated),u,x
Cc1cc2oc(C(=O)N(Cc3ccc(N(C)C)cc3)CC3CCCO3)c(C)c2cc1C (configuration not stated),7.3%,-20.3

# Reprinted at random: six compounds from above, in no set order.
SMILES,Lipid storage S3,Lipid storage S3 cell count max
Cc1ccc(N2CCN(S(=O)(=O)c3nnc(NC(=O)c4ccco4)s3)CC2)cc1,14.1%,5.2
COc1ccc(OC)c(-c2nnc(SCC(=O)N3CCCC3)o2)c1,u,x
CC(=O)CSc1nc(-c2cccs2)c(C#N)c(=O)[nH]1,i,11.5
Cn1c(=O)c2c(nc(CN3CCN(C(=O)c4ccco4)CC3)n2Cc2ccccc2)n(C)c1=O,i,x
CCOC(=O)C1CCN(S(=O)(=O)c2ccc3[nH]c(=O)c(=O)[nH]c3c2)CC1,-26.3%,x
Cc1ccc(NC(=O)COC(=O)CCC(=O)c2cccs2)c(C)c1,u,x

# The listing continues:
SMILES,Lipid storage S3,Lipid storage S3 cell count max
CC(=O)c1cccc(-n2nnnc2SCC(=O)Nc2cc(C)on2)c1,u,x
CCOC(=O)c1ccc(NC(=O)[C@@H](NC(N)=O)C(C)C)cc1,-3.3%,11.7
CC(CC(=O)NCc1ccco1)S(=O)(=O)c1ccc2c(c1)CCN2C(=O)C1CC1 (configuration not stated),-22.2%,x
CC(=O)NC1C(=O)N=C(SC(C)C(=O)Nc2cccc(Cl)c2)NC1=O (configuration not stated),u,x
CN1CCN(S(=O)(=O)c2cccc(C(=O)NC3CCCC3)c2)CC1,u,x
CCOC(=O)N1CCN(C(=O)Nc2ccc(Cl)cc2Cl)CC1,u,x
CCOc1cc(/C=C2\SC(N3CCCC(C)C3)=NC2=O)ccc1O (configuration not stated),u,x
